Assay outcomes deposited in PubChem by several laboratories.
hERG rescue: shields human hERG channel from block by proarrhythmic agents | activation (rescue from dofetilide block), less the hit threshold, % at 10 µM | Q12809 | 0.51% of 310,000 active | CHO-hERG, FluxOR thallium flux, dofetilide IC70 present;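 active = activation above the mean of controls blocked by dofetilide plus 5 SD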;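 also: thallium influx through hERG after potassium depolarization seen as dye fluorescence rise; in these data hits start at about 4.7%; inactives centre near -7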
KCNK3 block: human KCNK3 channel inhibition, primary screen; CHO-KCNK3 thallium flux, FluxOR fluorescence; active compounds read low; O14649; 0.84% of 340,000 active; B-score at 10 µM;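 active = B-score under library mean minus 4 SD, starting fluorescence ratio at most library mean plus 5 SD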;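 also: more negative B-score means stronger inhibition of thallium flux through KCNK3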
TRPC4 block: inhibitors of mouse TRPC4 channel; Q9QUQ5; HEK293 TRPC4beta/mu-opioid, DAMGO-evoked Fluo4 calcium flux; active compounds read low; B-score at 10 µM; 0.39% of 300,000 active; AID 2247;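 active = B-score over 3 SD under the library average, no early fluorescence shift, positive overall ratio signal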
Target sequence (Q9QUQ5 whole entry, looked up): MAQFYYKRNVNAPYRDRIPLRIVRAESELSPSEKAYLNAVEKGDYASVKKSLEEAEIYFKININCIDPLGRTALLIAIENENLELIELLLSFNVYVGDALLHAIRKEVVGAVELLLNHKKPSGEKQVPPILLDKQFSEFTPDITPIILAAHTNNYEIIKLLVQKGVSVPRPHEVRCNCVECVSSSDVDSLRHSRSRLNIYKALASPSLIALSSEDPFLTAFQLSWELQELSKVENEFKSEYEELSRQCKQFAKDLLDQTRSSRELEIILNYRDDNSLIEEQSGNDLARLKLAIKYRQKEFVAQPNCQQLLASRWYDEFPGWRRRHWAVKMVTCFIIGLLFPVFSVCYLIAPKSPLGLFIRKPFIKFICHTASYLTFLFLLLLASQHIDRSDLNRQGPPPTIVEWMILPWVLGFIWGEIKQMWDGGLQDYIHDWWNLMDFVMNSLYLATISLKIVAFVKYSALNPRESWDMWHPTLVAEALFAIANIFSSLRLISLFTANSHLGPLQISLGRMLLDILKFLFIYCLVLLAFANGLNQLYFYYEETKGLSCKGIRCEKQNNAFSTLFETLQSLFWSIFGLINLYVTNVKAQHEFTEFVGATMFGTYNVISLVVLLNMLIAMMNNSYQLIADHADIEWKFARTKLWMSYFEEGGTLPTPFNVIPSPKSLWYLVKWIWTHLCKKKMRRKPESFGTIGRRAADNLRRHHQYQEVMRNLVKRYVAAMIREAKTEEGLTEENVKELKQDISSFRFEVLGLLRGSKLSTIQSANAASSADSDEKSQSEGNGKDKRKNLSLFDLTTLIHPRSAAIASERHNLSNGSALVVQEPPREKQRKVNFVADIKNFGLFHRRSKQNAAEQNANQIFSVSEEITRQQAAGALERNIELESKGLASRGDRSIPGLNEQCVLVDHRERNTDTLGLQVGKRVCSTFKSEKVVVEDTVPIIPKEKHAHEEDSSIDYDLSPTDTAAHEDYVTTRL
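Assay system: HEK293 cells with stable TRPC4beta plus mu-opioid receptor expression; Probe or stimulus: DAMGO in two steps, submaximal then maximal; Dosing: single-point compound dosing; Measured by: Fluo4 calcium-dye fluorescence, kinetic read; Read-out basis: B score from integrated Fluo4 fluorescence ratio.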
KCNK9 block: blocks the human KCNK9 two-pore domain potassium channel. HEK293 KCNK9, FluxOR thallium flux fluorescence; active compounds read low. B-score at 10 µM. 1.2% of 310,000 active;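 active = ratio B-score over 3 SD below the library mean, with starting fluorescence within 5 SD of its mean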;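 also: negative B-score means less thallium flux so channel inhibition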
TRPC4 PAM: allosterically enhances the mouse TRPC4 cation channel. Q9QUQ5. HEK293 TRPC4beta/mu-opioid, DAMGO EC20, Fluo-4 Ca2+ flux; active compounds read high. B-score at 10 µM. 0.42% of 310,000 active;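 active = B-score of calcium response area above 5 SD of library B-scores, with initial fluorescence ratio within 5 SD of library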;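 also: B-score of integrated fluorescence ratio over time as area under calcium response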
PolyA inh: yeast polyadenylation inhibition; AID 1875; calls only at 12 µM; S. cerevisiae SKY197-pL101 polyadenylation reporter, beta-gal luminescence; efflux-impaired pdr1/pdr3 knockout yeast; score 100 = 6 SD above DMSO; 0.02% of 300,000 active;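 active = lowest replicate activity score at least 50, where 100 means six control SD above control mean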;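 also: yeast exposed to compound for 9 h at 30 °C; higher score means more reporter readthrough which indicates perturbed polyadenylation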
Dyrk1A ADPGlo: Dyrk1A (rat) kinase inhibition | Q63470 | ADP-Glo luminescence, NFATc1 peptide | inhibition, % at 12.5 µM | 0.43% of 310,000 active | AID 504441; in the data active = inhibition above about 50%;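 also: plate controls were vehicle with enzyme for no effect and no enzyme for full effect; many of its hits are not listed in these tables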
KCNQ1 pot: human KCNQ1 channel potentiation or activation; AID 2648; 0.35% of 310,000 active; B-score at 10 µM; CHO-K1 KCNQ1, thallium flux FluxOR fluorescence; active compounds read high;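 active = fluorescence ratio B-score, a plate-corrected score, at least three library SD, with initial intensity B-score within 5 SD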
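assay system = KCNQ1-transfected CHO-K1 cells | medium = assay buffer with matched DMSO | probe or stimulus = depolarizing K+/Tl+ stimulus, K2SO4 and Tl2SO4 each 12.5 mM in 5x stock | dosing = single dose | incubation = dye 90 min, compound 20 min, room temperature | detection = kinetic FluxOR fluorescence, 10 s baseline plus 110 s post-stimulus | evaluation = ratio B score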
TRPC4 agonist: opens the mouse TRPC4 cation channel; Q9QUQ5; HEK293 TRPC4beta/mu-opioid, Fluo4 calcium fluorescence; active compounds read high; B-score at 10 µM; 0.49% of 310,000 active;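 active = B-score above 5 SD of library B-scores, and initial fluorescence ratio not above library mean plus 5 SD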;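 also: positive B-score marks a calcium rise read as TRPC4 activation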
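System: HEK293 cells stably co-expressing mouse TRPC4beta and mu-opioid receptor; Schedule: Fluo4 dye loading 45 min at room temperature, 110 s recording; Detection: Fluo4 fluorescence, kinetic; Evaluation: B-scored integrated calcium fluorescence ratio; Controls: buffer (low) and maximal DAMGO (high).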
KCNQ1 inh: inhibitors of human KCNQ1 potassium channel. CHO-K1 KCNQ1, FluxOR thallium flux fluorescence; active compounds read high. P51787. AID 2642. B-score at 10 µM. 1.3% of 310,000 active;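 active = compounds whose thallium flux B-score, printed positive for inhibition, exceeds three library SD while starting fluorescence stays within three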;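 also: channel opened by potassium depolarization with thallium stimulus after 20 min compound exposure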
Platelet DG rel: platelet dense granule release activity. AID 1663. inhibition, %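 (compounds screened at 7.5 µM in platelet-rich plasma)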. 0.22% of 300,000 active. human platelet-rich plasma, SFLLRN dense granule ATP release, luminescence;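 active = mean replicate score, as percent of positive control, at or above 50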
Active calls of the source: *; i = inactive; nt = no result given.

SMILES	hERG rescue	KCNK3 block	TRPC4 block	KCNK9 block	TRPC4 PAM	PolyA inh	Dyrk1A ADPGlo	KCNQ1 pot	TRPC4 agonist	KCNQ1 inh	Platelet DG rel
COc1ccc(OC)c(C2CC(=O)N3CN(c4ccccc4)CSC3=C2C#N)c1 (stereo unspecified)	-5	i	i	i	i	i	-1	i	i	i	2
COc1ccccc1CN1CC(C(=O)N2CCCCO2)CCC1=O (stereo unspecified)	-8	i	i	i	i	i	2	i	i	i	-2
CCOC(=O)C1=C(C)Nc2sc(C(=O)c3ccc(C)cc3)c(N)c2C1c1ccc(C(=O)OC)cc1 (stereo unspecified)	-9	i	i	i	i	i	5	i	i	i	23
COCCn1cnc2c1c(=O)n(CC(=O)O)c(=O)n2Cc1ccccc1	-3	i	i	i	i	i	4	i	i	i	-1
CCCCOc1ccc(C(=O)NCc2ccccn2)cc1	-6	i	i	i	i	i	3	i	i	i	-3
CC(=O)OC1CC2(C)C(=O)CCC2C2CCc3cc(O)ccc3C12 (stereo unspecified)	-3	i	i	i	i	i	1	i	i	i	-3
Cn1c(-c2ccc(Br)cc2)cnc1NCc1ccc(C#N)cc1	-22	i	i	i	i	i	5	i	i	i	-2
Cc1cc(C)c(C#N)c(SCCS(=O)(=O)c2ccc(Cl)cc2)n1	-10	i	i	i	i	i	-1	i	i	i	0
COc1ccc(NC(C)=O)cc1NC(C)C(=O)Nc1cc(C(F)(F)F)ccc1N1CCOCC1 (stereo unspecified)	-3	i	i	i	27*	i	0	i	i	i	-31
OCCN1CCN(Cc2ccc3ccccc3c2)CC1	-5	i	i	i	i	i	-1	i	i	i	19
Nc1nonc1-n1nnc(C(=O)N/N=C/c2cccc(Cl)c2)c1CSc1ccc(Cl)cc1	-9	i	i	i	i	i	1	i	i	i	8
O=C(COC(=O)Cc1ccc(F)cc1)NC(=O)c1ccccc1	-15	i	i	i	i	i	-3	i	i	i	0
O=C(c1ccco1)N1CCN(c2nc(C3CC3)nc3c2nnn3Cc2ccccc2Cl)CC1	-11	i	i	i	i	i	-6	i	i	6*	-7
COc1ccc(C(=O)N=c2sc3ccccc3n2C)cc1OC	-13	i	i	i	i	i	1	i	i	i	10
CCNc1ccc(C(=O)OCC)cc1NC(=O)c1cc(S(=O)(=O)N2CCOCC2)ccc1C	-5	i	i	i	i	i	3	i	i	i	2
COc1ccc(NC(=O)CN(C)S(=O)(=O)c2cnc[nH]2)cc1OC	-4	i	i	i	i	i	2	i	i	i	-1
Cc1noc(C)c1S(=O)(=O)N1CCC(C(=O)c2ccccc2)CC1	-15	i	i	i	i	i	-4	i	i	i	1
COc1nc(N2CCOCC2)nc(C)c1[N+](=O)[O-]	-1	i	i	i	i	i	10	i	i	i	-4
CCC(C)[C@H]1CN=C(N)N1CCCc1cc(OC)c(OC)c(OC)c1 (stereo partly specified)	-12	i	i	i	i	i	3	i	i	i	7
C/C(N)=C(/C#N)C(=O)CSc1nnc(-c2ccc(OC(F)F)cc2)o1	1	i	i	i	i	i	4	i	i	i	-2
COc1ccc(NC2CC(=O)N(c3cc([N+](=O)[O-])ccc3C)C2=O)cc1 (stereo unspecified)	-3	i	i	i	i	i	-6	i	i	i	1
COc1ccc(NC(=O)CCS(=O)(=O)c2ccc3c(c2)NC(=O)C(C)S3)cc1OC (stereo unspecified)	-10	i	i	i	i	i	8	i	i	i	8
CC(=O)NC(CC(=O)NNC(=O)c1cc2ccccc2cc1O)c1ccccc1 (stereo unspecified)	-16	i	i	i	i	i	-2	i	i	i	3
CN(C(=O)c1ccccc1)C1c2c(ccc3ccccc23)OCC1CO (stereo unspecified)	-8	i	i	i	i	i	2	i	i	i	-1
O=C(CCn1c(=O)c2cccn2c2ccc(F)cc21)NCc1cccc(F)c1	-2	i	i	i	i	i	-3	i	i	i	11

Single records, from the list above. Screens in order: hERG rescue, KCNK3 block, TRPC4 block, KCNK9 block, TRPC4 PAM, PolyA inh, Dyrk1A ADPGlo, KCNQ1 pot, TRPC4 agonist, KCNQ1 inh, Platelet DG rel
Entry for Cc1cc(C)c(C#N)c(SCCS(=O)(=O)c2ccc(Cl)cc2)n1 → -10, i, i, i, i, i, -1, i, i, i, 0
Entry for COc1ccc(NC(=O)CN(C)S(=O)(=O)c2cnc[nH]2)cc1OC → -4, i, i, i, i, i, 2, i, i, i, -1
Entry for CCNc1ccc(C(=O)OCC)cc1NC(=O)c1cc(S(=O)(=O)N2CCOCC2)ccc1C → -5, i, i, i, i, i, 3, i, i, i, 2
Entry for CCC(C)[C@H]1CN=C(N)N1CCCc1cc(OC)c(OC)c(OC)c1 (stereo partly specified) → -12, i, i, i, i, i, 3, i, i, i, 7

Going on with the list:
SMILES	hERG rescue	KCNK3 block	TRPC4 block	KCNK9 block	TRPC4 PAM	PolyA inh	Dyrk1A ADPGlo	KCNQ1 pot	TRPC4 agonist	KCNQ1 inh	Platelet DG rel
O=C(Nc1nccs1)c1cccc(NC(=O)C2CC2)c1	-4	i	i	i	i	i	nt	i	i	i	-3
O=C(NC(=S)N1CCc2ccccc21)C1CCC1	-4	i	i	i	i	i	0	i	i	i	4
Cc1cc(NS(=O)(=O)c2ccc(NC(=O)C(C(C)C)N3C(=O)c4ccccc4C3=O)cc2)nc(C)n1 (stereo unspecified)	1	i	i	i	i	i	-1	i	i	i	-3
Cc1ccc2cc(CCNC(=O)CCCc3ccccc3)c(=O)[nH]c2c1	-1	i	i	i	i	i	-3	i	i	i	-9
CCN(C(=O)c1cn(CC)c(=O)c2cc(OC)c(OC)cc12)c1ccccc1C	-6	i	i	i	i	i	5	i	i	i	0
O=[N+]([O-])c1cc(S(=O)(=O)N2CCCC2)ccc1NN=C1CCCC1	-10	i	i	i	i	i	-1	i	i	i	-1
Cc1cccc(C)c1OCCOC(=O)c1n[nH]c2ccccc12	-23	i	i	i	i	i	60*	i	i	i	2
CCN(CCCNC(=O)CN(C)S(=O)(=O)c1cccc2nsnc12)c1cccc(C)c1	-14	i	i	i	i	i	-6	i	i	i	-5
CC1(C)CC(NCc2ccncc2)CC(C)(C)N1	-9	i	i	i	i	i	0	i	i	i	10
CC1CCC(=O)N(CCC#N)CC1 (stereo unspecified)	-6	i	i	i	i	i	7	i	i	i	1
CCOC(=O)c1ccc(NC(=O)Nc2ccc(Cl)cn2)cc1	-5	i	i	i	i	i	0	i	i	i	7
N#C/C(=C\c1cn(CCOc2ccccc2)c2ccccc12)C(=O)NCC1CCCO1 (stereo unspecified)	-12	i	i	i	i	i	-5	i	i	i	1
CCOc1ccccc1NC(=O)C1C2C=CC(C2)C1C(=O)O (stereo unspecified)	-10	i	nt	i	i	i	2	i	i	i	-17
COc1ccc(CCNS(=O)(=O)c2ccc3c(c2)OCCO3)cc1	-11	i	i	i	i	i	-3	i	i	i	1
COc1ccc(NC(=O)CCc2nc3ccccc3s2)c(OC)c1	-4	i	i	i	i	i	7	i	i	i	5
CC1CCN(c2nnc(-c3cccs3)c3ccccc23)CC1	-6	i	i	i	i	i	1	i	i	i	-1
CCOc1cccc(C2/C(=C(/O)c3ccc4c(c3)CC(C)O4)C(=O)C(=O)N2Cc2cccnc2)c1 (stereo unspecified)	-8	i	i	i	i	i	-5	i	i	i	17
CN(/C=C/C(=C/C=[N+](C)c1ccccc1)OCCCS(=O)(=O)[O-])c1ccccc1	-17	i	i	i	i	i	-2	i	i	i	7
CCOC(=O)C(C)n1cnc2c(nnn2Cc2ccc(Cl)cc2)c1=O (stereo unspecified)	-10	i	i	i	i	i	-4	i	i	i	-2
CCOC(=O)c1cccc(NC(=O)C2CCN(c3ncnc4c3nc3n4CCCCC3)CC2)c1	-5	i	i	i	i	i	-1	i	i	i	9
CC(/C=N/Nc1ncc(C)c(=O)[nH]1)=C\c1ccccc1	-9	i	i	i	i	i	-5	i	i	i	2
O=C(NNS(=O)(=O)c1ccccc1)C1CCN(S(=O)(=O)c2ccccc2)CC1	-1	i	i	i	i	i	0	i	i	i	-2
Cc1ccc(C)c(NCC(=O)c2ccc(Cl)cc2)c1	-3	i	i	i	i	nt	-4	i	i	i	-2
OCCN=C(c1ccccc1)C12CN3CN(CN(C3)C1)C2	-7	i	i	i	i	i	-4	i	i	i	nt
CCc1noc(C)c1C(=O)N1CCSC1=Nc1cccc(Cl)c1C	-17	-11*	i	-8.9*	i	i	5	i	i	6*	0
SMILES	hERG rescue	KCNK3 block	TRPC4 block	KCNK9 block	TRPC4 PAM	PolyA inh	Dyrk1A ADPGlo	KCNQ1 pot	TRPC4 agonist	KCNQ1 inh	Platelet DG rel
COCCNC(=O)C(=O)N/N=C(\C)CC(=O)Nc1cccc(C(F)(F)F)c1	-9	i	i	i	i	i	-6	i	i	i	-3
COc1ccccc1-n1c(C)nc2cc(C(=O)O)ccc21	-1	i	i	i	i	i	-4	i	i	i	-5
CCCCOc1ccc(C(=O)NCC(=O)NCCOc2ccccc2)cc1	-7	i	i	i	i	i	-2	i	i	i	-12
COc1ccc(NC(=O)c2cccc(C(=O)Nc3ccc(OC)cc3)n2)cc1	-10	nt	i	i	i	i	nt	i	i	i	7
CCCN(CC(=O)Nc1ccccc1OC)C(=O)c1cc2ccccc2o1	-7	i	nt	i	i	i	3	i	i	i	-2
CCc1nc2c(c(=O)[nH]1)C(CC)(CC)Cc1ccccc1-2	-6	i	i	i	i	i	9	i	i	i	5
COc1cccc(C(=O)c2c[nH]c(C(=O)NCCCN3CCOCC3)c2)c1	-3	i	i	i	i	i	4	i	i	i	1
O=C(CSc1ncnc2c1oc1ccccc12)N1CCN(c2ccccc2)CC1	-16	i	i	i	i	i	2	i	i	i	0
CCOc1cc(/C=N/n2cnnc2)ccc1O	-3	i	i	i	i	i	4	i	i	i	-18
c1ccc(-n2cnc3ccccc32)cc1	-18	i	i	i	i	i	-1	i	i	i	11
COc1ccccc1C(=O)NCC(=O)n1nc(C)cc1C	-12	i	i	i	i	i	-1	i	i	i	0
O=C(NC(N1CCOCC1)C(Cl)(Cl)Cl)c1ccc(F)cc1 (stereo unspecified)	-6	i	i	i	i	i	13	i	i	i	2
Cc1cc(C)c(C(=O)C(C)OC(=O)c2ccccn2)cc1C (stereo unspecified)	-6	i	i	i	i	i	0	i	i	i	10
O=C(NCCSCc1ccco1)Nc1ccccc1	-10	i	i	i	i	i	-2	i	i	i	1
COc1ccc(N(CC(=O)N2CCc3ccccc32)S(=O)(=O)c2c(C)nn(C)c2C)cc1	-9	i	i	i	i	i	2	i	i	i	8
N=c1n(CCc2ccccc2)c2ccccc2n1Cc1ccccc1F	-18	i	i	i	i	i	5	i	i	i	-2

A portion of the library; the hit share may differ from the screen's.
